Assay outcomes as filed in PubChem BioAssay.
CRFR2-BP antag: antagonists of CRF-BP/CRF-R2 complex, primary screen, cell-based, HEK293, calcium dye fluorescence, uHTS; actives 0.59% (n = 350,000); AID 588475, 2011; inhibition, % at 11.8 µM; CRF-induced calcium fluorescence;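 active = inhibition of the ligand-induced calcium signal above about 50% at the single tested concentration, limit read from the data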
CRFR2-BP ag: agonists of CRF-BP/CRF-R2 complex, primary screen, cell-based, HEK293, calcium dye fluorescence, uHTS. activation, % at 13.2 µM. CRF-binding protein / CRF receptor 2 complex (human). actives 0.46% (n = 350,000). calcium dye fluorescence (FLIPR); percent of saturating CRF peptide response. AID 588473, 2011;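 active = activation of at least 50%, plus an integration ratio under a set limit after plate pattern correction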;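 note: plate controls were neutral control wells without compound for no effect and CRF at EC100 for full effect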
CHO-K1 Ca PAM: nonselective calcium activators in parental CHO-K1 cells, primary screen, counter-screen for M1 PAM project, cell-based, Fluo-8 calcium fluorescence, full deck, 1536-well | actives 0.02% (n = 360,000) | ATP EC20; 0% at ATP EC20, 100% at ATP max | activation, % at 3 µM;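 active = activation above the run cutoff, the mean activation of all test compounds plus 3 SD, cut at about 40% in these data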;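 note: peak over basal fluorescence ratio in a 140 s read after ATP addition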
TAAR1 agonist: human TAAR1 agonists, primary screen, Fluo-8 calcium fluorescence, CHO RD-HGA16 cells. Trace amine-associated receptor 1 (Homo sapiens), Q96RJ0. vehicle wells 0%, saturating PEA agonist 100%. activation, % at 3 µM. actives 0.99% (n = 360,000);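 active = activation above the mean activation of all test compounds in the run plus 3 SD, cut at about 38% in these data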
Target sequence (Q96RJ0 whole entry, looked up): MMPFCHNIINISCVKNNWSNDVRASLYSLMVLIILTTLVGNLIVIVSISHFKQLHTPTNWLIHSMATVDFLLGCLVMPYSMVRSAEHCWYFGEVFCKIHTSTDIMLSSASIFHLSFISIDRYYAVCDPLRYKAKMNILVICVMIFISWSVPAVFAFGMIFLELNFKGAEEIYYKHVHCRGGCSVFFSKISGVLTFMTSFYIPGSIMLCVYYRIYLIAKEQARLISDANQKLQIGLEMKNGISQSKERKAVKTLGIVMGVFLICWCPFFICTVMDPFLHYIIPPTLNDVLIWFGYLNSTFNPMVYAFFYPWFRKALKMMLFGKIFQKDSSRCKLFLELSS
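System: CHO RD-HGA16 cells carrying human TAAR1 plus Gα16; Incubation: 17-24 h seeding, 75 min 37 °C dye, 30 min RT; Measured by: Fluo-8 fluorescence, 5 s baseline then 140 s kinetic read; Control set: DMSO and PEA EC100; Replication: single well for each compound.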
M5 PAM: human M5 muscarinic receptor positive allosteric modulators, primary screen, CHO-K1 cells, Fluo-8 calcium fluorescence. Muscarinic acetylcholine receptor M5 (Homo sapiens), P08912. CHO-K1 hM5, ACh EC20 PAM; 0% = ACh EC20, 100% = ACh EC100. activation, % at 3 µM. actives 0.3% (n = 360,000). AID 624038, 2012;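 active = activation above the run cutoff, the mean activation of all test compounds plus 3 SD, cut at about 18% in these data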
Target sequence (P08912 whole entry, looked up): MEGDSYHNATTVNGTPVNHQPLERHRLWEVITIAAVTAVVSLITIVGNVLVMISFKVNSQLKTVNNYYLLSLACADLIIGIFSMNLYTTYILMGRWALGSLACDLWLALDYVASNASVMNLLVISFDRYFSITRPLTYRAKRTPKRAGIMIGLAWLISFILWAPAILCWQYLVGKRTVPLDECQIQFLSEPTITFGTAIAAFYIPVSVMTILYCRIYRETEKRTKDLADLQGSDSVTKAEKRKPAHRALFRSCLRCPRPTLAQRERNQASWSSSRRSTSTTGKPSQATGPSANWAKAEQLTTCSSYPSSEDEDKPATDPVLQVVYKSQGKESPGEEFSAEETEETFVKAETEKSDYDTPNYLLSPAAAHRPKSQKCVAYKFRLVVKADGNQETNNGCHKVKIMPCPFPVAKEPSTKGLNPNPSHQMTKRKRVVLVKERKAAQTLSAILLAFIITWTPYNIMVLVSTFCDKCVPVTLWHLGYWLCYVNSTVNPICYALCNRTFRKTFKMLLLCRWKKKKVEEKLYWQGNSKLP
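system = human M5 receptor in CHO-K1 cells | compound = one concentration, 3 µM final (nominal) | schedule = Post-acetylcholine fluorescence recording 140 s | signal = Fluo-8 calcium dye fluorescence, kinetic read | benchmarks = low control EC20 acetylcholine (0%), high control EC100 acetylcholine (100%) | repeats = singlicate, one well per test compound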
TAAR1 antagonist: human TAAR1 antagonists, primary screen, Fluo-8 calcium fluorescence, CHO RD-HGA16 cells; antagonist; inhibition, % at 3 µM; actives 1.5% (n = 360,000);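 active = inhibition above a per-plate cutoff, the mean inhibition of test compounds on that plate plus 3 SD, cut at about 49% in these data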;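 note: 0% = DMSO plus EC80 beta-PEA response and 100% = DMSO alone without agonist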
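System: CHO RD-HGA16 cells bearing hTAAR1. Reagent: EC80 β-phenethylamine stimulus. Schedule: seeding 17-24 h prior, 75-min 37 °C, 30-min RT dye loading. Signal: Fluo-8 intracellular calcium dye fluorescence, real-time kinetic reads. Read-out: % inhibition from peak post-agonist over basal fluorescence ratio. Benchmarks: vehicle wells and EC80 agonist wells. Replicates: n of 1.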
CHRM5 antagonist: human M5 muscarinic receptor antagonists, primary screen, CHO cells, Fluo-8 calcium fluorescence; AID 624040, 2012; actives 0.59% (n = 360,000); CHO-hM5 cells, ACh EC80; Muscarinic acetylcholine receptor M5 (Homo sapiens), P08912; inhibition, % at 3 µM;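 active = inhibition above a per-plate cutoff, the mean of that plate's test compounds plus 3 SD, cut at about 27% in these data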;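 note: 0% = acetylcholine EC80 with DMSO and 100% = DMSO without agonist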
CHRM5 agonist: human M5 muscarinic receptor agonists, primary screen, CHO-K1 cells, Fluo-8 calcium fluorescence. CHO-K1 hM5 cells; 0% DMSO wells, 100% maximal acetylcholine response. activation, % at 3 µM. actives 0.19% (n = 360,000). AID 624037, 2012;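 active = activation above the run's mean over test compounds plus 3 SD, cut at about 23% in these data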;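 note: signal is peak over basal fluorescence ratio across the kinetic read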
M4 PAM: human M4 muscarinic receptor positive allosteric modulators, primary screen, CHO-K1 cells, Fluo-8 calcium fluorescence | Muscarinic acetylcholine receptor M4 (Homo sapiens), P08173 | CHO-K1 hM4/Gqi5, ACh EC20; 0% = ACh EC20, 100% = maximal ACh | activation, % at 3 µM | actives 0.4% (n = 360,000) | AID 624126, 2012;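 active = activation above its plate's cutoff, the mean activation of sample wells plus 3 SD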; note: some results filed as inactive read as strong as hits
Numbers without * were called inactive. Random draw from the library. About 4.2% of those tested had a hit in this group.

What do the screens show for `O=C(O)C1C2C=CC(C2)C1C(=O)NCc1ccc2c(c1)OCO2` (stereo not drawn)?
CRFR2-BP antag: 22; CRFR2-BP ag: -1.0; CHO-K1 Ca PAM: 19; TAAR1 agonist: 16; M5 PAM: 2; TAAR1 antagonist: 0; CHRM5 antagonist: -3; CHRM5 agonist: -1; M4 PAM: 3

How did O=C(COc1cc2oc(=O)c3c(c2cc1Cl)CCC3)NCc1ccncc1 do in these assays?
CRFR2-BP antag: -13; CRFR2-BP ag: 0.3; CHO-K1 Ca PAM: 12; TAAR1 agonist: 1; M5 PAM: 14; TAAR1 antagonist: -13; CHRM5 antagonist: -22; CHRM5 agonist: 2; M4 PAM: 2

Results for Cc1ccc2nc(NC(=O)c3cccc(-c4cc5ccccc5oc4=O)c3)sc2c1 ?
CRFR2-BP antag: 13; CRFR2-BP ag: 7.9; TAAR1 agonist: 2; TAAR1 antagonist: 2

What do the screens show for `Cc1ccc(NS(=O)(=O)c2cc3c(cc2Br)NC(=O)CO3)cc1C`?
CHO-K1 Ca PAM: 3; TAAR1 agonist: 8; M5 PAM: -4; TAAR1 antagonist: 4; CHRM5 antagonist: 2; CHRM5 agonist: 0; M4 PAM: -2

What do the screens show for `CC(C)NC(=O)CN(Cc1ccc2c(c1)OCO2)C(=O)CCC(=O)Nc1ccccn1`?
CRFR2-BP antag: -12; CRFR2-BP ag: 3.4; CHO-K1 Ca PAM: -10; TAAR1 agonist: -4; M5 PAM: -4; TAAR1 antagonist: -3; CHRM5 antagonist: 3; CHRM5 agonist: 0; M4 PAM: -5

What do the screens show for `Fc1ccc(-c2cc(-c3nnc4n3CCCCC4)c3ccccc3n2)cc1`?
CRFR2-BP antag: 4; CRFR2-BP ag: 25; CHO-K1 Ca PAM: 16; TAAR1 agonist: -1; M5 PAM: -4; TAAR1 antagonist: -12; CHRM5 antagonist: 5; CHRM5 agonist: -2; M4 PAM: 0

How did O=C(NC(=O)N1CCN(c2cccc(Cl)c2)CC1)c1ccccc1 do in these assays?
CRFR2-BP antag: -3; CRFR2-BP ag: -0.8; CHO-K1 Ca PAM: 24; TAAR1 agonist: 5; M5 PAM: -3; TAAR1 antagonist: -2; CHRM5 antagonist: 9; CHRM5 agonist: -4; M4 PAM: 3

Results for COc1ccc(-c2cccc(-c3cc(=O)oc4cc(OC)c(OC)c(OC)c34)c2)cc1 ?
CRFR2-BP antag: 1; CRFR2-BP ag: 4.3; CHO-K1 Ca PAM: 20; TAAR1 agonist: -1; M5 PAM: -6; TAAR1 antagonist: 3; CHRM5 antagonist: 0; CHRM5 agonist: -1; M4 PAM: 0

What do the screens show for `CN(Cc1ccccc1)c1nc2c(c(=O)[nH]c(=O)n2C)n1C`?
CRFR2-BP antag: 12; CRFR2-BP ag: -2.2; CHO-K1 Ca PAM: 1; TAAR1 agonist: 0; M5 PAM: -1; TAAR1 antagonist: 0; CHRM5 antagonist: 6; CHRM5 agonist: -10; M4 PAM: -5

How did O=C(Nc1ccc2c(c1)CCC2)C1COc2ccccc2O1 (stereo not drawn) do in these assays?
CRFR2-BP antag: -20; CRFR2-BP ag: -1.2; CHO-K1 Ca PAM: 10; TAAR1 agonist: 6; M5 PAM: 4; TAAR1 antagonist: 18; CHRM5 antagonist: -1; CHRM5 agonist: 0; M4 PAM: -3

Results for N#CC/C(N)=N/NC(=O)CCCNc1ncc(C(F)(F)F)cc1Cl ?
CRFR2-BP antag: 1; CRFR2-BP ag: -0.5; CHO-K1 Ca PAM: 8; TAAR1 agonist: -1; M5 PAM: -16; TAAR1 antagonist: 10; CHRM5 antagonist: 9; CHRM5 agonist: 2; M4 PAM: -12

Results for CCOC(=O)CC(C#N)c1cn(C)c2ccccc12 (stereo not drawn) ?
CRFR2-BP antag: 7; CRFR2-BP ag: 1.2; CHO-K1 Ca PAM: 6; TAAR1 agonist: 25; M5 PAM: -2; TAAR1 antagonist: 3; CHRM5 antagonist: 1; CHRM5 agonist: -1; M4 PAM: 2

How did O=C(Cc1ccccc1)NNC(=O)C1CCN(c2ncccn2)CC1 do in these assays?
CRFR2-BP antag: 9; CRFR2-BP ag: 0.0; CHO-K1 Ca PAM: 18; TAAR1 agonist: 6; M5 PAM: 0; TAAR1 antagonist: -2; CHRM5 antagonist: 6; CHRM5 agonist: 0; M4 PAM: -4

How did COc1cc(OC)c2c(-c3cccc(-c4cccc(N)c4)c3)cc(=O)oc2c1 do in these assays?
CRFR2-BP antag: -4; CRFR2-BP ag: -2.7; CHO-K1 Ca PAM: 8; TAAR1 agonist: 4; M5 PAM: -3; TAAR1 antagonist: 12; CHRM5 antagonist: -1; CHRM5 agonist: 0; M4 PAM: -3

What do the screens show for `Oc1ccc(Cl)cc1Cc1cc(Cl)ccc1O`?
CRFR2-BP antag: 25; CRFR2-BP ag: -0.9; CHO-K1 Ca PAM: -6; TAAR1 agonist: 3; M5 PAM: -13; TAAR1 antagonist: 20; CHRM5 antagonist: 11; CHRM5 agonist: 5; M4 PAM: -15

Results for COc1ccc(C(c2c(N)[nH]c(=S)[nH]c2=O)c2c(N)[nH]c(=S)[nH]c2=O)cc1 ?
CRFR2-BP antag: 6; CRFR2-BP ag: -1.9; CHO-K1 Ca PAM: 11; TAAR1 agonist: 0; M5 PAM: -1; TAAR1 antagonist: -13; CHRM5 antagonist: 2; CHRM5 agonist: 1; M4 PAM: -7

How did CCOC(=O)c1nnn2c1nc(N1CCN(c3ccccc3)CC1)c1ccccc12 do in these assays?
CRFR2-BP antag: 14; CRFR2-BP ag: -6.5; CHO-K1 Ca PAM: 9; TAAR1 agonist: 7; M5 PAM: -3; TAAR1 antagonist: 24; CHRM5 antagonist: -2; CHRM5 agonist: 4; M4 PAM: -14

Results for COc1ccc(CNC(=O)COC(=O)c2cc(-c3cccs3)nc3ccccc23)cc1OC ?
CRFR2-BP antag: 31; CRFR2-BP ag: -1.3; CHO-K1 Ca PAM: 14; TAAR1 agonist: 16; M5 PAM: -46; TAAR1 antagonist: 34; CHRM5 antagonist: 8; CHRM5 agonist: -6; M4 PAM: -6

Results for Cc1ccc(Cl)cc1NC(=S)N(Cc1ccco1)C(C)c1cccs1 (stereo not drawn) ?
CRFR2-BP antag: 15; CRFR2-BP ag: -0.8; CHO-K1 Ca PAM: 16; TAAR1 agonist: 0; M5 PAM: 9; TAAR1 antagonist: 7; CHRM5 antagonist: -2; CHRM5 agonist: -4; M4 PAM: 1

How did CCOc1ccc(CNC(=O)CCCC(=O)n2ncc3cc(C)ccc32)cc1 do in these assays?
CRFR2-BP antag: -7; CRFR2-BP ag: 1.5; CHO-K1 Ca PAM: 14; TAAR1 agonist: -2; M5 PAM: 7; TAAR1 antagonist: -10; CHRM5 antagonist: -8; CHRM5 agonist: -1; M4 PAM: 3

Results for CSc1ccc(CN(C)CC(=O)NC(=O)NC(C)(C)C)cc1 ?
CRFR2-BP antag: 2; CRFR2-BP ag: -0.3; CHO-K1 Ca PAM: 22; TAAR1 agonist: 9; M5 PAM: -1; TAAR1 antagonist: -7; CHRM5 antagonist: 0; CHRM5 agonist: -2; M4 PAM: -4

What do the screens show for `CCOc1ccc(N/C=C/C(=O)c2ccc(OC)c(OC)c2)cc1`?
CRFR2-BP antag: 8; CRFR2-BP ag: 1.9; CHO-K1 Ca PAM: 3; TAAR1 agonist: -1; M5 PAM: 5; TAAR1 antagonist: -27; CHRM5 antagonist: -11; CHRM5 agonist: 4; M4 PAM: -2

Results for COc1cc(/C=N/NC(=O)c2csc3c2CCCC3)cc(OC)c1O ?
CRFR2-BP antag: -9; CRFR2-BP ag: 0.8; CHO-K1 Ca PAM: 18; TAAR1 agonist: 9; M5 PAM: -9; TAAR1 antagonist: -1; CHRM5 antagonist: 13; CHRM5 agonist: -5; M4 PAM: 9

How did Cc1ccc(C(=O)c2c3ccc(N)cc3nn2CCC(N)=O)cc1 do in these assays?
CRFR2-BP antag: -22; CRFR2-BP ag: -1.8; CHO-K1 Ca PAM: -13; TAAR1 agonist: 6; M5 PAM: -2; TAAR1 antagonist: -3; CHRM5 antagonist: 11; CHRM5 agonist: 3; M4 PAM: -4

How did NC(Cc1ccc(C(F)(F)F)cc1)c1csc(NC(=O)NCCc2ccccc2)n1 (stereo not drawn) do in these assays?
CHO-K1 Ca PAM: 10; TAAR1 agonist: 32; M5 PAM: 4; TAAR1 antagonist: -3; CHRM5 antagonist: 4; CHRM5 agonist: 4; M4 PAM: -8

What do the screens show for `COC(=O)c1sccc1NC(=S)N(C)C1CCCCC1`?
CRFR2-BP antag: -4; CRFR2-BP ag: 0.2; CHO-K1 Ca PAM: 15; TAAR1 agonist: -2; M5 PAM: 1; TAAR1 antagonist: -1; CHRM5 antagonist: -1; CHRM5 agonist: -4; M4 PAM: -6

How did CSS(=O)(=O)c1cccc2cccnc12 do in these assays?
CRFR2-BP antag: 6; CRFR2-BP ag: 0.1; CHO-K1 Ca PAM: 8; TAAR1 agonist: 5; M5 PAM: -6; TAAR1 antagonist: -17; CHRM5 antagonist: 7; CHRM5 agonist: 1; M4 PAM: -4

Results for NC(=O)CC(NC(=O)c1ccccc1)c1ccc(N2CCCCCC2)c([N+](=O)[O-])c1 (stereo not drawn) ?
CRFR2-BP antag: 5; CRFR2-BP ag: -1.3; CHO-K1 Ca PAM: 17; TAAR1 agonist: 9; M5 PAM: 5; TAAR1 antagonist: -7; CHRM5 antagonist: 0; CHRM5 agonist: 0; M4 PAM: 2

How did CCNC(=O)C1CCCN(C(=O)Cc2ccc3ccccc3c2)CC1 (stereo not drawn) do in these assays?
CHO-K1 Ca PAM: 20; TAAR1 agonist: 2; M5 PAM: -1; TAAR1 antagonist: -12; CHRM5 antagonist: -3; CHRM5 agonist: 1; M4 PAM: 5
